Screening results: PubChem BioAssay, Fisher Drug Discovery Resource Center
mcGAS RapidFire: inhibitors of mouse cGAS. Q8C6L5. actives 0.18% (n = 130,000). recombinant mouse cGAS, cGAMP by RapidFire MS. inhibition, % at 12.5 µM;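 active = inhibition of cGAS enzyme activity at or above 60%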;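 also: enzyme stimulated by 45 bp dsDNA with ATP and GTP substrates; cGAMP share of summed cGAMP plus half ATP and half GTP signals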
Target sequence (Q8C6L5 whole entry, looked up): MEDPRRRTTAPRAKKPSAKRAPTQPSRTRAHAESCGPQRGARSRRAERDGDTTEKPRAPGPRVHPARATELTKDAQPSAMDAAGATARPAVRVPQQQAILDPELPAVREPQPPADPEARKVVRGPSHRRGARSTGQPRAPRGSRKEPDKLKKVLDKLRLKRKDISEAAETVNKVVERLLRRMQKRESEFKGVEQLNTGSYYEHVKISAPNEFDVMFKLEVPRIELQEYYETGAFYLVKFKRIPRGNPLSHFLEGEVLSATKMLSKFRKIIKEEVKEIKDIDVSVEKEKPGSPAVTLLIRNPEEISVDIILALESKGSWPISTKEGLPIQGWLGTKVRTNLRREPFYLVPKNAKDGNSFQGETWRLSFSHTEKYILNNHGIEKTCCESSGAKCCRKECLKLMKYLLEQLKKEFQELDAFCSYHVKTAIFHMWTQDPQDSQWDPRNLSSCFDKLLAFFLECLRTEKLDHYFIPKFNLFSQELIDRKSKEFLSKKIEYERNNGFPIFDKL
* hit, by the source's call; & = joins results of further samples. The list is partial; count on the stated rates, not on these rows.

molecule | mcGAS RapidFire
CCCNC(=O)Cn1nc(C2CC2)c2cnn(-c3ccc(C)c(C)c3)c2c1=O | -2
O=C1NCCN2CCN(C(=O)CN3CCCCC3=O)CC12 (centres undefined) | -16
CC(C)C(NC(=O)c1ccc(Cl)cc1)C(=O)NCCc1ncn(C)n1 (centres undefined) | -3
COc1cc(N2C[C@@H]3[C@@H]4CC[C@@H](C4)[C@@H]3C2)nc(N)n1 | -27
COc1ccc2nc(N=Cc3nc(-c4cc(OC)c(OC)c(OC)c4)oc3O)sc2c1 | -4
Cc1ncc(CN2CCCC2C(=O)Nc2ccc(-c3cccc(F)c3)cc2)cn1 (centres undefined) | -9
COc1ccccc1C1(CNc2ccc(C(=O)N(C)C)cn2)CC1 | -2
CCc1nc(CN2CCc3[nH]cnc3C2c2ccc(NC(C)=O)cc2)c(C)[nH]1 (centres undefined) | -18
CCS(=O)(=O)NCC1CCN(Cc2nc3c(s2)CCCC3)C1 (centres undefined) | -10
O=C(c1cscn1)N1CCCC(N2CCN(Cc3ccc4c(c3)OCO4)CC2)C1 (centres undefined) | -5
COc1cccc(C(C2Sc3nc(C)nn3C2=O)N2CCN(CCO)CC2)c1 (centres undefined) | -11
CC(CN1CCCC1=O)Nc1cc(Cl)ccc1C#N (centres undefined) | -4
O=C(NCCc1cc(F)cc(F)c1)c1ccc(-c2cccs2)[nH]c1=O | -32
c1ccc(CN=C2CCCc3ccccc3N2)cc1 | -10
Cc1ccc(Nc2nc(N(C)C)nc3[nH]ncc23)cc1 | -5
COc1ccccc1N1CCN(C(=O)c2cc(=O)c(OC)co2)CC1 | -9
COc1ccc(C2CC(c3cccs3)=NN2C(=O)CCC(=O)O)cc1OC (centres undefined) | -14
OC1(CCc2ccccc2)CCCNC1 (centres undefined) | -8
O=C(NCc1ccccn1)c1cc(N2CCOCC2)nc2ccccc12 | -4
Cc1ccsc1C(=O)NCc1cccnc1N1CCCC(O)C1 (centres undefined) | -5
CCOC(=O)C1=C(CC)NC2=C(C(=O)CCC2)C1c1ccccc1I (centres undefined) | -5
Cc1ccc(/C=C/S(=O)(=O)Nc2ccc(S(C)=O)cc2)cc1 (centres undefined) | -19
FC(F)(F)c1nnc2ccc(Nc3ccc(N4CCCC4)cc3)nn12 | -17
N#CCNC(=O)CNC(c1cccc(Cl)c1)c1ccccn1 (centres undefined) | -1
CSc1ccc(C2SCC(=O)N2c2ccccc2)cc1 (centres undefined) | -15
O=C(NC1CC1)C1CCCN(C2CCN(CCOc3ccccc3)CC2)C1 (centres undefined) | 1
Cc1ccc(NC(=O)c2cc(Cl)nc(Cl)n2)cc1S(=O)(=O)N1CCCCC1 | -5
COC(=O)c1cnc(NC(=O)c2cccc(S(=O)(=O)N3CCCCC3)c2)s1 | 9
Cc1cccc(CNC(=O)c2ccccc2NC(=O)C(C)N2CCCC2=O)c1 (centres undefined) | -32
C=CCNC(=O)N(CCOC)C1CCC2(CC1)C(=O)N(C)CCc1ccccc12 (centres undefined) | -2
COCCCN(Cc1ccc(C)cc1)C(=O)C1CC2(CCNCC2)CN1 (centres undefined) | -8
CN(C(=O)/C=C/c1ccc(S(=O)(=O)NCc2ccco2)cc1)C1CCCCC1 | 1
Cn1nnc2c(Nc3ccccc3-c3ccccc3)ncnc21 | -7
Cc1c(Cl)cn2c(=O)cc(CNc3ccc(I)cc3)nc2c1Cl | 1
COc1c(C)cnc(CNC(=O)/C=C/c2c(Cl)nc3ccccn23)c1C | -7
OCC1(Cc2ccccc2C(F)(F)F)CCN(Cc2ccncc2)CC1 | -8
CCc1ccc(CN(C)Cc2nc(Cc3ccc(OC)c(OC)c3)no2)nc1 | -2
CCN(CC)S(=O)(=O)N1CCN(CCc2scnc2C)CC1 | -14
CCc1c(C)c(C#N)c2nc3ccccc3n2c1NCCN1CCOCC1 | -4
CCOC(=O)N1CCC2(CC1)OC(=O)C(C)=C2C(=O)NC(C)C | -9
O=C(Nc1ccc(F)c(F)c1F)C1=NN(C2CCS(=O)(=O)C2)C(=O)CC1 (centres undefined) | 2
S=c1oc2ccc(Cl)cc2n1CN1CCCCCCC1 | 0
CCCC(=O)N1CCCN(c2nc(N)c3cc(OC)c(OC)cc3n2)CC1 | -1
CCOc1nn(CC)cc1C(=O)NC1=NCCS1 | -2
Cc1cc(C(=O)CSc2nnc(C3CC3)n2C2CC2)c(C)n1C1CCS(=O)(=O)C1 (centres undefined) | 1
CCN1CCC(N(C)[C@@H]2CS(=O)(=O)C[C@H]2O)CC1 | -17
O=C(OCN1C(=O)c2ccccc2C1=O)c1cc2ccccc2o1 | -6
O=C1N(Cc2ccccc2F)CCCC12CCN(C1Cc3ccccc3C1)C2 (centres undefined) | -6

A run of entries from further up, as a working copy:
molecule | mcGAS RapidFire
CCN(CC)S(=O)(=O)N1CCN(CCc2scnc2C)CC1 | -14
CCc1c(C)c(C#N)c2nc3ccccc3n2c1NCCN1CCOCC1 | -4

(list continues)
molecule | mcGAS RapidFire
CCOCCn1c(=O)c2c(nc3n2CC(C)CN3c2ccc(Br)cc2)n(C)c1=O (centres undefined) | -3
CC(Cc1cccs1)NC(=O)CCc1nnc(C2(c3ccc(Cl)cc3)CCC2)o1 (centres undefined) | -6
O=C(Nc1ccc2c(c1)CCC2)NC1C2COCC1CN(CC1CC1)C2 (centres undefined) | -3
Cc1ccc2nc(NC(=O)C3CCCCC3)sc2c1 | 3
Clc1snnc1CSc1nnc(-c2c[nH]c3ccccc23)n1C1CC1 | -2
COc1ccc(OC2CCN(C(=O)C3CC3)CC2)c(C(=O)NC2CCc3ccccc32)c1 (centres undefined) | -5
CCCCN(C)C(=O)c1sc(=O)n(Cc2cc(Cl)ccc2OC)c1C | -3
CC1(C)OCC(COC(=O)/C=C/c2ccc(F)cc2)O1 (centres undefined) | -9
CCn1c(SCSc2nc3c(c(=O)n(C)c(=O)n3C)n2CC)nc2c1c(=O)n(C)c(=O)n2C | -20
Cc1cc(C(=O)NC(C)C(=O)Nc2ccc(F)cc2C)n[nH]1 (centres undefined) | -13
N#CC1(S(=O)(=O)c2ccc(Cl)cc2)CC1 | 14
CN1CCOC(CNCC(O)COCc2ccccc2Cl)C1 (centres undefined) | -4
CC(=O)Oc1ccc2c(c1)Oc1nc(C)[nH]c(=O)c1C2c1ccccc1 (centres undefined) | -10
Cc1cc(C(=O)NNC(=O)C(Oc2ccccc2Br)C(C)C)c(C)o1 (centres undefined) | -31
Cc1ccc(CNC(=O)Cn2c(CO)c[nH]c2=S)cc1 | -1
C=C(Cl)CN1CCC(NC(=O)c2ccoc2C)CC1 | -13
Cc1ccc(-c2nnc(SCC(=O)Nc3nc(C)c(C)s3)o2)cc1 | -2
O=C(CC1C=CS(=O)(=O)C1)NCc1ccccc1Cl (centres undefined) | -18
CCn1cc(NC(=O)NC(CC)(CC)c2ccc(Cl)cc2)cn1 | 11
Cn1ccnc1CN1CCCC1C(=O)Nc1ccccc1Oc1cccnc1 (centres undefined) | -5
CSc1cccc(NC(=O)CCC(=O)N2CCN(c3ccccn3)CC2)c1 | -6
CC(C)(C)c1ccc(S(=O)(=O)NC(=O)C2(C)CCN2C(=O)CC2CCCCC2)cc1 (centres undefined) | -3
CC(C)CC(=O)Nc1ccnn1C1CCN(C(=O)C2Cc3ccccc3O2)CC1 (centres undefined) | -4
Cc1cnc2n(c1=O)C(CC(=O)NC(C)c1ccccc1)CS2 (centres undefined) | -2

A draw from above in order of count of non-hydrogen atoms, high to low:
molecule | mcGAS RapidFire
CCn1c(SCSc2nc3c(c(=O)n(C)c(=O)n3C)n2CC)nc2c1c(=O)n(C)c(=O)n2C | -20
COc1ccc(OC2CCN(C(=O)C3CC3)CC2)c(C(=O)NC2CCc3ccccc32)c1 (centres undefined) | -5
CC(C)(C)c1ccc(S(=O)(=O)NC(=O)C2(C)CCN2C(=O)CC2CCCCC2)cc1 (centres undefined) | -3
CC(C)CC(=O)Nc1ccnn1C1CCN(C(=O)C2Cc3ccccc3O2)CC1 (centres undefined) | -4
Cn1ccnc1CN1CCCC1C(=O)Nc1ccccc1Oc1cccnc1 (centres undefined) | -5
CSc1cccc(NC(=O)CCC(=O)N2CCN(c3ccccn3)CC2)c1 | -6
CC(=O)Oc1ccc2c(c1)Oc1nc(C)[nH]c(=O)c1C2c1ccccc1 (centres undefined) | -10
Cc1cc(C(=O)NNC(=O)C(Oc2ccccc2Br)C(C)C)c(C)o1 (centres undefined) | -31
Cc1ccc(-c2nnc(SCC(=O)Nc3nc(C)c(C)s3)o2)cc1 | -2
Cc1cnc2n(c1=O)C(CC(=O)NC(C)c1ccccc1)CS2 (centres undefined) | -2
CN1CCOC(CNCC(O)COCc2ccccc2Cl)C1 (centres undefined) | -4
Cc1ccc(CNC(=O)Cn2c(CO)c[nH]c2=S)cc1 | -1
C=C(Cl)CN1CCC(NC(=O)c2ccoc2C)CC1 | -13
N#CC1(S(=O)(=O)c2ccc(Cl)cc2)CC1 | 14

(further entries)
molecule | mcGAS RapidFire
C/C(=N/NC(=O)[C@@H]1C(=O)NC[C@H]1c1ccccc1)c1cccc(Br)c1 | -6
Cc1ccc2oc(C(=O)N(C)Cc3cccc(-n4cccn4)c3)c(C)c2c1 | -4
COC(=O)N1CCCC(C(=O)OC(c2nccn2C)C(F)(F)F)C1 (centres undefined) | -4
CC(=O)Nc1ccc2c(c1)NC(=O)CC2c1ccnc2ccccc12 (centres undefined) | -22
Cc1ccc2ncnc(OCC(=O)Nc3cc(C)no3)c2c1 | -21
CC1(NC(=O)CCCn2cccn2)CCc2ccccc2C1 (centres undefined) | -8&-1
Cc1cc(Br)c(S(=O)(=O)n2nnc3ccccc32)cc1C | -10
COC1(OC)N=C(N)C2(C#N)C(c3ccccc3)C12C#N (centres undefined) | 3
Cn1nnc2c(=O)n(CC(=O)N3CCN(c4ccccc4)CC3)cnc21 | -3
Fc1ccccc1N1CCN(Cc2cc3n(n2)CCNC3)CC1 | -3
S=c1[nH]nc(-c2ccccc2Cl)o1 | -5
Cn1cc(/C=C/C(=O)N2CCc3[nH]nc(-c4ccccc4)c3C2)cn1 | -14
CN(CC(=O)Nc1ccccc1Cl)C(=O)c1ccc2c(=O)n3c(nc2c1)CCC3 | -22
Cc1ccc(-c2nc(-c3ccc(NC(=O)c4ccco4)cc3)no2)cc1[N+](=O)[O-] | -7
Cn1c(=O)n(C)c2cc(CNC(=O)Cc3c[nH]c4ccccc34)ccc21 | -44
COc1cc(C(=O)Nn2c(C)nnc2C)ccc1OC(F)F | 3
CCCCn1[nH]c(C)cc1=O | -11
Cc1ccn2cc(CNC(=O)NCC3CCCC3)nc2c1 | -13
CCOc1ccc(N2CC(CNS(=O)(=O)N(C)C)CC2=O)cc1 (centres undefined) | -13
CC1CCCCC1NC(=O)CS(=O)Cc1coc(-c2ccc(F)cc2)n1 (centres undefined) | 5
CCN1CCN(C(=O)CCc2nnc(Cc3ccc(-c4ccccc4)cc3)o2)[C@@H](C)C1=O | 0
Cn1cnnc1SCCNC(=O)Cn1c2c(c3ccccc31)CCC2 | -1
Cn1cc(CCC(=O)NC2CC(=O)N(Cc3cccc4ccccc34)C2)cn1 (centres undefined) | -10
Cc1ccc(C(CN2CCOCC2)Nc2nnc(C)c3ccccc23)cc1 (centres undefined) | -3
C=C(C)CN(CC)C(=O)Cn1nc(C)c(S(=O)(=O)N2CCOCC2)c1C | -4
COCCNC(=O)C1CCCN(C2CCN(c3nccc(OC)n3)CC2)C1 (centres undefined) | -10
CCN(CC)S(=O)(=O)c1ccc(Br)c(C(=O)Nc2ccncc2)c1 | -5
CNCC[C@@H](Oc1ccccc1)c1ccccc1 | -5
N#CC(=Cc1ccco1)S(=O)(=O)c1ccccc1 | -9
COc1ccc(NC(=O)C2Cc3ccccc3S2)c(OC)c1 (centres undefined) | -4
CCOc1ccc2nc(N=Cc3nc(-c4cccc(OC)c4)oc3O)sc2c1 | -4
C=C(C)CC1C(Br)=CCC[N+]1(C)C (centres undefined) | -8
CC1(C(=O)NS(=O)(=O)c2ccc(Br)cc2)CCN1C(=O)CCc1cccs1 (centres undefined) | -5
Cc1ccc(NC(=O)NCC(c2cccs2)N2CCc3ccccc32)cc1 (centres undefined) | 0
CCC(=O)Nc1ccc(NC(=O)Cc2ccccc2OC)cc1Cl | -20
CCOC(=O)C1CCN(C(c2ccccn2)c2c(O)cc(C)n(CCOC)c2=O)CC1 (centres undefined) | 3
O=C(OCc1nnc(-c2ccc(Br)cc2)o1)C1CCCCC1 | 0
O=C(c1ccc(S(=O)(=O)N2CCOCC2)cc1)N1CCc2ccccc21 | -7
CC(=O)NCC(c1ccc(C(C)C)cc1)N1CCc2sccc2C1 (centres undefined) | -10
COCCNC(=O)CCC1CCN(C(=O)CCCCc2ccccc2)CC1 | -1
CN1CCN(C(=O)NC2CC2c2ccccc2)C(c2ccccc2)C1 (centres undefined) | -15
COc1ncc(CN2CCC3(CCNC(=O)CC3)CC2)cn1 | -7
CC(=O)c1cccc2c1OC(C)C(=O)N2Cc1ccc(F)cc1 (centres undefined) | 32
Cc1ccc(CNC(=O)CCC2CCCN(C(=O)c3ccc4c(c3)OCO4)C2)o1 (centres undefined) | -3
Cc1cccn2c(=O)nc(SCC(=O)Nc3ccc(F)cc3F)nc12 | -3
c1cc(N2CCOCC2)ncc1Nc1ccc2nnnn2n1 | -3
CCCn1c(=O)c2ccccc2n2c(SCc3ccccc3)nnc12 | 7
Cc1cc(CN(c2ccc(C#N)cc2)S(C)(=O)=O)on1 | -49
CC(Nc1ccc(S(=O)(=O)C(F)F)cc1)c1ccc(N2CCOC2=O)cc1 (centres undefined) | -9&14
Cc1ccc(Cn2c(C)c(C)n3c4c(=O)n(C)c(=O)n(C)c4nc23)cc1 | -6
CN1CC2(CCN(C(=O)CCc3ccc(=O)[nH]n3)C2)OC1=O (centres undefined) | -11
